AGP1-GFP MLPCN – modulators of AGP1-GFP expression in yeast TOR pathway, primary screen, cell-based, multiplex flow cytometry, S. cerevisiae, MLPCN library; 0.02% of 320,000 active; AID 2066, 2009; 3 h; GFP as percent of DMSO wells; GFP response vs DMSO, % at 10 µM;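 active = GFP response relative to DMSO above a set limit, near screen average plus 3 SD, cut at about 150% in these data; inconclusive = fewer than 70 cells counted for the yeast strain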;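 note: median GFP channel fluorescence of the gated AGP1 strain per well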
JMJD2C inh – inhibitors of GASC-1 histone demethylase, primary screen, biochemical, fluorescence, DELFIA europium; GST-JMJD2C(1-420) H3K9me3 demethylation; inhibition, % at 2.35 µM; 0.069% of 330,000 active; AID 2099, 2009;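 active = more than half of a compound's replicate wells show inhibition beyond 50%, single wells judged on their own value; inconclusive = some, but no more than half, of replicates pass 50% inhibition; inactive = no replicate passes 50% inhibition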;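 note: signal counts dimethyl H3K9 product captured on neutravidin plate; 0% = median of DMSO wells and 100% = 0.3 times that DMSO median; strong numbers were not always called active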
Target sequence (Q9H3R0 1-420 limits assumed): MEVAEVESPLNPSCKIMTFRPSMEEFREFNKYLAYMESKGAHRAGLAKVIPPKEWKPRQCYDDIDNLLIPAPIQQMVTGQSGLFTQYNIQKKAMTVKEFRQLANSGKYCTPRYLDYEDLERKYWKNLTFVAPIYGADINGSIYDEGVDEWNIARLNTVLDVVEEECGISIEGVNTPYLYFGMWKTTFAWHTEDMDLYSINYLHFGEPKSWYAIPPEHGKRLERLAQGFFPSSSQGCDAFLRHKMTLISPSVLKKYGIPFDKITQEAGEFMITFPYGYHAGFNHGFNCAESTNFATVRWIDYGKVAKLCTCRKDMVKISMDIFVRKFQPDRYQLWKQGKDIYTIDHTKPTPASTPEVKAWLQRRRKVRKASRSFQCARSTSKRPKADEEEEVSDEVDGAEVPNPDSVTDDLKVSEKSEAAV
MEP2-GFP yeast – modulators of MEP2-GFP levels in yeast, primary screen, S. cerevisiae, multiplex flow cytometry, MLPCN library. GFP response vs DMSO, % at 10 µM. 0.51% of 330,000 active. S. cerevisiae MEP2-GFP strain, 3 h; 100% = DMSO control level;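 active = GFP response versus DMSO above a set limit, roughly screen mean plus 3 SD, cut at about 180% in these data; inconclusive = fewer than 70 cells counted for a yeast strain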;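 note: median GFP fluorescence of the barcode-gated MEP2-GFP cells per well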
VLA-4 inh – inhibition in human VLA-4 binding assay, primary screen, VLA-4 allosteric modulator project, MLPCN library, flow cytometry, VLA-4 expressing cells; ligand binding flow cytometry; inhibition, % (about 7 µM as worked out from the volumes in the protocol); 0.2% of 330,000 active; AID 2557, 2010; in the data active = inhibition above about 50%
RPL19A-GFP yeast – RPL19A-GFP expression modulators in yeast, primary screen, cell-based, S. cerevisiae, multiplex flow cytometry, MLPCN | percent response vs DMSO, % at 10 µM | S. cerevisiae RPL19A-GFP strain, 3 h; stronger effect = lower value | 0.3% of 330,000 active;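 active = percent response vs DMSO below 50%; inconclusive = fewer than 70 events counted for the yeast strain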;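 note: median channel GFP fluorescence of the barcoded RPL19A-GFP strain; ratio of sample median GFP to plate DMSO average so 100% = DMSO; lower means less RPL19A-GFP as with rapamycin TOR inhibition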
GRK2 aptamer HTS – compounds blocking aptamer binding on GRK2 – biochemical, human GRK2, bead flow cytometry, HTS, primary screen | FAM-aptamer displacement from GRK2 | inhibition of aptamer binding, % at 10 µM | 0.59% of 330,000 active | AID 488847, 2010;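 active = inhibition of aptamer binding above 40%, roughly 3 SD of noise, on plates passing a quality check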;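 note: median bead fluorescence of bound FAM aptamer so fluorescent compounds give negative values; no value below 0 was filed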
Target sequence (P25098 whole entry, looked up): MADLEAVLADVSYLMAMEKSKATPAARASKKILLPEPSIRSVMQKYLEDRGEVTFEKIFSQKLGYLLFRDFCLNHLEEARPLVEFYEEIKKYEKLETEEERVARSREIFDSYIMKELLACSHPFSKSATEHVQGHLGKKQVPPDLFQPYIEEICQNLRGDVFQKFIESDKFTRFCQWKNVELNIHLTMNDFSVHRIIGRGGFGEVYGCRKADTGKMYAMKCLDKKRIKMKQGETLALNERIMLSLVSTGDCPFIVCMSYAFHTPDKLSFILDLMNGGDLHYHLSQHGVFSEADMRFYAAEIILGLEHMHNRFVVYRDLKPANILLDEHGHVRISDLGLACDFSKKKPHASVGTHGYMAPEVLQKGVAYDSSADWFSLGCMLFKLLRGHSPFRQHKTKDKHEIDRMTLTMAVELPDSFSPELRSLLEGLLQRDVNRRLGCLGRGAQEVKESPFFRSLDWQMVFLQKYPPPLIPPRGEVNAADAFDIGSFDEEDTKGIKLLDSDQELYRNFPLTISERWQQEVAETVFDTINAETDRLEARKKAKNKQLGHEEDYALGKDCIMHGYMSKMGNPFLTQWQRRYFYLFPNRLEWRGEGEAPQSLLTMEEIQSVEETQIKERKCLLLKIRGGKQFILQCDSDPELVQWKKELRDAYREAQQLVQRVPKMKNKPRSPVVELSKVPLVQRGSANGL
LAP4-GFP MLPCN – modulators of LAP4-GFP expression in yeast, primary screen, S. cerevisiae, multiplex flow cytometry, MLPCN library; 3 h; median GFP as percent of DMSO wells; GFP response vs DMSO, % at 10 µM; 0.34% of 320,000 active; AID 2023, 2009;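 active = GFP response vs DMSO above a set limit, about the screen mean plus 3 SD, cut at about 150% in these data; inconclusive = under 70 cell events counted for the yeast strain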
CIT2-GFP yeast – modulators of CIT2-GFP expression in yeast, primary screen, S. cerevisiae, GFP fusion, multiplex flow cytometry, MLPCN library | S. cerevisiae CIT2-GFP strain, 3 h; 100 means same as DMSO wells | GFP response vs DMSO, % at 10 µM | 0.065% of 320,000 active;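 active = GFP response relative to DMSO above a set limit, near the screen mean plus 3 SD, cut at about 150% in these data; inconclusive = Fewer than 70 cells measured for a yeast strain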;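 note: ratio of well median GFP fluorescence to mean of DMSO wells on the plate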
* marks the source's active call; other numbers are inactive results; ? = inconclusive; / = no result given.

AGP1-GFP MLPCN	JMJD2C inh	MEP2-GFP yeast	VLA-4 inh	RPL19A-GFP yeast	GRK2 aptamer HTS	LAP4-GFP MLPCN	CIT2-GFP yeast	molecule
113	-13	91	6	93	0	112	100	O=C(c1cc(F)cc2c1OCOC2)N1CCN(c2ccc(F)cc2)CC1
101	-18	97	-8	99	0	93	110	O=C(N/N=C/c1cccnc1)c1ccc([N+](=O)[O-])cc1Cl
101	2	103	-12	102	0	99	100	Cc1cc(C(=O)OCC(=O)Nc2cccc([N+](=O)[O-])c2)c(C)o1
92	-10	109	4	90	1	92	80	COc1ccc(CCC(=O)N2CCN(C(=O)c3ccccc3)CC2)cc1
94	35	103	19	94	0	103	93	COC(=O)c1cc(NC2c3ccccc3C(=O)N2c2cccnc2)cc(C(=O)OC)c1 (centres undefined)
105	1	94	6	103	1	85	99	COc1ccc(CCN2CC(C(=O)N(C)Cc3ccc(C)o3)CCC2=O)cc1 (centres undefined)
102	/	96	-4	104	0	114	100	O=S(=O)(NCc1ccccc1Br)c1ccccc1Br
93	8	111	5	98	0	102	98	Cc1cccc2sc(N(CCCN(C)C)C(=O)c3nc4ccccc4s3)nc12
83	0	107	14	92	0	86	100	CCOC(=O)C1CCCN(Cc2cccc(Oc3ccccc3)c2)C1 (centres undefined)
102	8	96	26	101	0	103	90	CCC(=O)Oc1oc(-c2ccccc2)nc1C=Nc1ccc(C)cc1
92	8	95	2	100	0	107	94	O=[N+]([O-])c1cccc(CN2C[C@@]34C=C[C@@H](C[C@@H]3S2(=O)=O)O4)c1
97	-30	99	9	100	1	91	101	O=C(Nc1ccccc1NC(=O)c1ccccc1Cl)c1ccccc1Cl
93	1	98	25	100	0	103	93	O=C(COC(=O)c1ccccc1)Nc1cccc(S(=O)(=O)NC2=NCCCCC2)c1
101	4	96	0	99	5	107	100	CC(=O)Nc1ccc(S[C@@H](CCN2CC[C@H](C(C)(C)C)CCC2=O)c2ccccc2)cc1
97	0	96	-11	105	0	89	102	COc1ccc(-c2cc(C(=O)N/N=C(\C)c3cccnc3)c3cc(C)ccc3n2)cc1OC
103	-5	103	-17	102	3	101	104	CN(C)C(=O)Cn1c(SCC(=O)N2CCCc3ccccc32)nc2ccccc21
103	0	101	-1	99	0	94	102	COc1ccc(N2C(=O)CC(Cc3ccccc3)C2=O)cc1 (centres undefined)
102	0	100	15	100	0	98	103	COc1ccc(CCNC(=O)CSc2nnc(CNC(=O)c3ccco3)o2)cc1OC
86	5	97	9	98	1	107	68	NC(=O)[C@H](Cc1cc2ccccc2s1)NC(=O)[C@@H]1CC2(CC(c3cccc(NC(=O)[C@@H]4CCC(=O)N4)c3)=NO2)CN1C(=O)/C=C/Sc1ccccc1 (some centres undefined)
/	11	96	2	90	1	92	100	C=CCN(c1ccc(C(=O)NC(C)C)cc1)S(C)(=O)=O
103	2	104	-9	106	0	99	98	CN1CC=C2C(C#N)=C(N)C(C#N)(C#N)C(CCc3ccccc3)C2C1 (centres undefined)
92	-6	94	5	91	1	97	94	Cc1cccc(NC(=O)CSCC(=O)Nc2ccc(S(=O)(=O)N3CCCC3)cc2)c1
100	12	102	8	97	0	102	94	CC(=O)N1CCN(C(=O)c2ccc(S(=O)(=O)Nc3ccccc3F)cc2)CC1
99	2	103	6	102	0	96	99	O=C(CNc1cc(S(=O)(=O)N2CCCC2)ccc1OCC(F)(F)F)Nc1cccc(C(F)(F)F)c1
/	37	95	0	88	7	103	87	N#Cc1c(-n2cccc2C=O)sc2c1CCCC2
91	-2	105	24	108	2	86	99	COc1cc(C(=O)NC2Cc3ccccc3C2)ccc1OC1CCN(C(C)=O)CC1
104	-2	110	-1	99	2	104	102	Cc1ccc(S(=O)(=O)N2CCC(C(=O)Nc3ccccc3N3CCCCC3)CC2)cc1C
95	-6	103	13	100	0	98	92	O=C(N/C(=C/c1ccccc1F)C(=O)N1CCCCC1)c1ccccc1
98	-3	107	10	103	0	96	101	COc1cc(NC(=O)CN2CCCCCC2)cc(OC)c1
109	/	102	4	100	13	97	108	CN(C)c1ccc(NC(=O)c2cccc(C(=O)Nc3ccc(N(C)C)cc3)n2)cc1
102	7	102	9	101	0	93	102	Cc1nc([N+](=O)[O-])c(Sc2nc3ccccc3[nH]2)n1Cc1ccccc1
88	-9	91	-5	87	4	90	87	O=c1[nH]c(CN2CCN(c3ccc(F)cc3)CC2)nc2ccccc12
85	-4	88	7	95	1	93	90	CC(C)Cc1cc(C(=O)N2CCC(N3CCC(C(=O)NC4CC4)CC3)CC2)n[nH]1
100	-3	102	-6	100	2	103	97	C/C(=C\c1ccco1)C1C(C#N)=C(N)OC2=C1C(=O)CC(C)(C)C2 (centres undefined)
105	0	106	4	105	1	99	111	CCOc1ccc(S(=O)(=O)N2CCC(C(=O)NCCc3ccc(S(N)(=O)=O)cc3)CC2)cc1
96	-2	94	1	92	0	106	84	Cc1cnc(NC(=O)c2cccc(S(=O)(=O)N3CCOCC3)c2)s1
104	-2	102	-10	98	10	99	113	CCOC(=O)Cc1csc(NC(=O)CSc2nc(-c3ccccc3)c(C#N)c(=O)[nH]2)n1
102	-9	101	2	108	0	95	103	C/C(=N\NC(=O)C1(C)CC1(Br)Br)c1ccc([N+](=O)[O-])cc1 (centres undefined)
100	7	100	0	97	0	123	86	Cc1ccc(C(C)C)cc1OCC(=O)Nc1ccc(N2CCCCC2)cc1
96	-11	96	-8	106	3	100	96	O=[N+]([O-])c1ccc(Nc2nc(N/N=C/c3cccc(F)c3)nc(N3CCCC3)n2)cc1

Full records, quoted from the list.
CCOC(=O)Cc1csc(NC(=O)CSc2nc(-c3ccccc3)c(C#N)c(=O)[nH]2)n1 is entered as AGP1-GFP MLPCN = 104; JMJD2C inh = -2; MEP2-GFP yeast = 102; VLA-4 inh = -10; RPL19A-GFP yeast = 98; GRK2 aptamer HTS = 10; LAP4-GFP MLPCN = 99; CIT2-GFP yeast = 113
C/C(=N\NC(=O)C1(C)CC1(Br)Br)c1ccc([N+](=O)[O-])cc1 (centres undefined) is entered as AGP1-GFP MLPCN = 102; JMJD2C inh = -9; MEP2-GFP yeast = 101; VLA-4 inh = 2; RPL19A-GFP yeast = 108; GRK2 aptamer HTS = 0; LAP4-GFP MLPCN = 95; CIT2-GFP yeast = 103
O=[N+]([O-])c1ccc(Nc2nc(N/N=C/c3cccc(F)c3)nc(N3CCCC3)n2)cc1 is entered as AGP1-GFP MLPCN = 96; JMJD2C inh = -11; MEP2-GFP yeast = 96; VLA-4 inh = -8; RPL19A-GFP yeast = 106; GRK2 aptamer HTS = 3; LAP4-GFP MLPCN = 100; CIT2-GFP yeast = 96

More compounds
AGP1-GFP MLPCN	JMJD2C inh	MEP2-GFP yeast	VLA-4 inh	RPL19A-GFP yeast	GRK2 aptamer HTS	LAP4-GFP MLPCN	CIT2-GFP yeast	molecule
97	-25	97	6	98	0	103	92	COc1cc(NC(=O)c2ccccc2-c2ccccc2)cc(OC)c1
123	-1	118	20	114	0	115	113	CN1C(=O)CC(C(=O)O)SC1=Nc1ccc(F)cc1 (centres undefined)
?	2	?	-3	?	0	?	?	CCOC(=O)c1c(-c2ccccc2)oc2ccc(OC(C)C(=O)O)cc12 (centres undefined)
97	3	102	-2	96	1	114	89	COc1ccc(C(=O)O/N=C(\C)c2nccs2)cc1
99	-3	103	12	103	2	106	94	Cc1ccc(C(=O)NCC(=O)N2CCc3ccccc3C2)cc1C
95	-2	100	13	95	2	96	95	CCCCN(C(=O)c1ccncc1)c1c(N)n(CCC)c(=O)[nH]c1=O
96	-1	101	-10	95	1	105	86	CCc1cccc(NC(=O)C(NC(=O)C2CCCCC2)C(C)C)c1 (centres undefined)
93	3	97	1	96	4	101	88	CCOC(=O)c1[nH]c(C)c(C(=O)OCC(=O)NC(C)c2ccc(F)cc2)c1C (centres undefined)
92	3	92	4	93	5	85	90	COc1ccc(NC(=O)C2CCCN(S(=O)(=O)c3c(C)n[nH]c3C)C2)cc1 (centres undefined)
97	33	98	4	104	10	85	96	NC(=O)CN1C(=O)NC(c2ccccc2)(c2ccccc2)C1=O
108	0	141	16	110	0	111	89	CCN(c1ccccc1)S(=O)(=O)c1ccc(Cl)c(C(=O)NCCc2ccc(OC)cc2)c1
?	0	?	-3	99	33	93	87	Cc1ccnc(NS(=O)(=O)c2ccc(NC(=O)C3C4C=CC(C4)C3C(=O)O)cc2)n1 (centres undefined)
96	6	92	8	98	1	105	87	Cc1ccc(CC2CC(=O)N(CCc3ccccc3)C2=O)cc1 (centres undefined)
107	-1	96	0	101	1	97	103	Cc1ccc(S(=O)(=O)Nc2cccc(-c3ccc4nncn4n3)c2)cc1
98	-10	102	0	104	0	88	103	CS(=O)(=O)N(CC(=O)N1CCOCC1)c1cccc(Cl)c1Cl
104	-10	104	29	104	1	104	99	COc1ccc(NS(=O)(=O)c2ccc3c(c2)N(C(C)=O)CCS3)cc1
99	-7	107	0	97	2	95	106	Cc1nc2ccc(NC(=O)c3cnc(Cl)c(Cl)c3)cc2s1
100	0	104	2	98	1	90	105	Cc1ccccc1CC1SC(N)=NC1=O (centres undefined)
97	-4	103	-9	102	1	97	112	Cc1ccc2nc(N/C(=N/S(=O)(=O)c3ccc(F)cc3)c3ccccc3)sc2c1
97	19	93	0	98	1	95	102	O=C(Nc1cccc(Cl)c1N1CCCCC1)c1ccc(N2CCOCC2)c([N+](=O)[O-])c1
110	-11	103	3	107	2	119	98	COc1cccc(-c2c[nH]c(=O)[nH]c2=O)c1
102	-3	105	1	102	3	91	99	CCNC(=O)CSc1nnc(-c2ccccc2Br)n1-c1cccc(C(F)(F)F)c1
105	7	109	-8	98	0	101	99	CCSCCOC(=O)C1=C(C)NC(=O)NC1c1ccccc1 (centres undefined)
102	-14	105	12	108	0	101	110	O=C1c2cccc3cccc(c23)C(=O)N1CCN1CCN(CC(O)COc2ccccc2)CC1 (centres undefined)
97	-2	93	-8	97	0	88	98	COC(=O)C1CCN(C(=O)c2ccc(OC)c(S(=O)(=O)N3CCCc4ccccc43)c2)CC1
16	2	104	-10	88	3	88	93	CCS(=O)(=O)N1Cc2ccccc2CC1C(=O)Nc1ccc(F)c(F)c1 (centres undefined)
106	2	106	19	103	29	105	104	COc1ccc(-n2ncc3c(=O)n(CC(=O)OCc4ccccc4)cnc32)cc1
114	1	111	0	95	0	113	113	Cc1nn(-c2ccc([N+](=O)[O-])cc2)c(N)c1-c1ccccc1
97	1	98	18	96	0	102	93	Cc1cc(-c2ccccc2)n(-c2cc(N/N=C/c3ccccc3O)ncn2)n1
86	-26	90	20	90	6	115	74	Cc1ccc(C)c(-c2nnc(NC(=O)COc3ccccc3)o2)c1
99	0	99	10	99	0	102	93	CCC(Cc1ccccc1)NC(=O)c1ccc2nc(N3CCOCC3)sc2c1 (centres undefined)
103	-31	100	0	97	3	107	105	C=CCn1c(C)csc1=Nc1ccc(C(=O)O)cc1
101	-3	105	5	96	0	92	100	O=C(NCCCN1CCOCC1)c1cc2ccccc2oc1=O
103	-1	94	-5	97	2	86	85	CC(C)(C)OC(=O)NCCc1nnc(SCc2ccc(Cl)cc2)o1
106	-12	108	0	107	4	104	/	CC1CC(C)CN(CCCNC(=O)COc2cc(=O)n(C)c3ccccc23)C1 (centres undefined)
107	15	107	15	104	3	112	101	C=CCN1C(=O)CSc2ccc(C(=O)NC3CCCCC3)cc21

Compound activity deposited in PubChem BioAssay by several laboratories.

Rows were taken by chance; any-hit rate near 1.7%.
